High-throughput results (PubChem)
CBFb RUNX1 block = CBF-beta/RUNX1 interaction disruption; Q01196+Q13951; AlphaScreen CBFb-His/RUNX1-biotin binding, biochemical; Potency, µM (highest dose often 59.8 µM), for the others: at the highest dose activity, negative = inhibition, most hits filed as inhibitors; 230,000 tested, under 10 active; also: % of control where 0% means no effect
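Proteins preincubated together for 20 min at RT before compound addition; 15 min later, nickel and streptavidin beads were added and left 90 min prior to AlphaScreen measurement.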
Epigenetic derep = regulators of epigenetic silencing causing reporter derepression in mouse cells; Potency, µM (titrated, usually from 53.9 µM), for the others: top-dose GFP activation, most hits filed as activators; murine LDR cells, GFP reporter derepression, 30 h; 0.2% of 280,000 active; also: potency is read from the fitted curve at half-maximal effect; % of control where 0% means no effect; nearly all actives have a fitted effect of over 60% in size
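Murine LDR cells carrying a silenced, genomically integrated CMV-driven GFP reporter were exposed to compound for 30 hours at 37 C. After PBS washes, GFP-positive cells (20–120 um objects) were counted by laser-scanning microplate cytometry.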
KinaseGlo FLuc = counter-screen: inhibitors of Kinase-Glo firefly luciferase; Q27757; Kinase-Glo luciferase, ATP luminescence, 8 min; Potency, µM (highest dose often 38.3 µM), for the others: top-dose activity change, negative = inhibition, hits mostly inhibitors; 0.28% of 200,000 active; also: potency is read from the fitted curve at half-maximal effect; % is scaled to controls: 0 for no effect and ±100 for the full control effect; nearly all actives have a fitted effect of over 60% in size
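Recombinant Kinase-Glo luciferase, 10 uM ATP (linear range), luciferin; imidazole pH 7.2 / KCl / MgCl2 / Tween / BSA buffer; 8 min RT; luminescence.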
HTT aggregate = inhibitors of mutant huntingtin aggregate formation in PC12 cells | Potency, µM (highest dose often 46.1 µM), for the others: top-dose activity change, negative = inhibition, most hits filed as inhibitors | PC12 HttQ103-GFP aggregates, Acumen cytometry, 40 h | 1.1% of 220,000 active; also: potency is read from the fitted curve at half-maximal effect; % is scaled to controls: 0 for no effect and ±100 for the full control effect; nearly all actives have a fitted effect of over 60% in size
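Aggregate formation scored by laser-scanning cytometer (488 excitation, 500–530 emission) in lysed PC12 cells expressing Q103-GFP after 100 nM tebufenozide induction; library tested in dose series, with ATPLite reagent added in the multiplex.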
NPSR antagonist = neuropeptide S receptor (human) antagonism, cAMP | 1% of 220,000 active | Potency, µM (highest dose often 38.3 µM), for inactives: at the highest dose activity change, negative = inhibition, usual class: inhibitors | CHO-NPSR cells, cAMP TR-FRET, antagonist mode; also: potency is read from the fitted curve at half-maximal effect; % is scaled to controls: 0 for no effect and ±100 for the full control effect; nearly all actives have a fitted effect of over 50% in size; many of its hits are not listed in these tables
Target sequence (Q6W5P4 whole entry, looked up): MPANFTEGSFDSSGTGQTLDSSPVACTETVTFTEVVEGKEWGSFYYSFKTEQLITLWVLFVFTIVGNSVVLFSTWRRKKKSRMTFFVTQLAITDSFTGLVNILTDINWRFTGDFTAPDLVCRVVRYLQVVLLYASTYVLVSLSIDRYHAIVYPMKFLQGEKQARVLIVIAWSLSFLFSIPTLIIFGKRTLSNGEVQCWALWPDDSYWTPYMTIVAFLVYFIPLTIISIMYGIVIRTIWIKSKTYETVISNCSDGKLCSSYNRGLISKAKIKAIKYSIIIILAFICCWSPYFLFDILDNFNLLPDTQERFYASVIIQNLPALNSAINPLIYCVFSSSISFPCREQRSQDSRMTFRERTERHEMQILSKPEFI
IMPase Li cell = cell-permeable IMPase inhibitors with lithium potentiation; CHO-M1 cells, IP1 TR-FRET (IP-One), carbachol + lithium; Potency, µM (top dose mostly 59.4 µM), for the others: top-dose activity, negative = IMPase inhibition, usual class: inhibitors; 0.35% of 210,000 active; AID 1457;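 also: IP1 builds up when IMPase is blocked and the TR-FRET signal falls; potency is read from the fitted curve at half-maximal effect; plate controls were basal vehicle for no effect and high inhibitor control for full effect; nearly all actives have a fitted effect of over 50% in size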
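Concentration–response in CHO-M1 cells, lithium-potentiated; 30 min at 37C. IP1 detected by competitive TR-FRET after 10 min lysis at RT. Hill-fitted AC50.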
Lamin A splicing = changes lamin A minigene splicing in HeLa cells. HeLa LMNA splicing GFP/RFP minigene ratio, 48 h. Potency, µM (titrated, usually from 46.1 µM), for the others: at the highest dose ratio change, negative = inhibition, actives largely listed as inhibitors. 0.01% of 200,000 active; active = well fitted inhibition curve with a large enough effect in the signal ratio, with a control signal flat, not every such curve was filed as active; inconclusive = small, poorly fitted or top-dose-only effect, or effect the other way, or a change in a side signal; the % refers to the signal ratio; also: potency is read from the fitted curve at half-maximal effect; % is scaled to controls: 0 for no effect and ±100 for the full control effect
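Read-out is the ratio of GFP to DsRed2 object intensity, acquired by 488 nm laser-scanning cytometry on HeLa lamin A-EGFP minigene reporter cells. Compound incubation 48 hrs at 37 °C in Opti-MEM with 2% FBS; DMSO 0.5% final.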
* hit, by the source's call; u = inconclusive; x = not tested or not shown; [ ] = remark or other dose. Unless noted, calls follow the shape of the dose curve; as a rule, active = well fitted curve in the direction sought with a large enough effect; inconclusive = small, poorly fitted or top-dose-only effect, or another doubt; inactive = no such curve, though single readings can be large; an effect the other way counts as inactive or inconclusive. Only part of the results is shown; count on the stated rates, not on these rows.

Below each SMILES: Lamin A splicing | IMPase Li cell | NPSR antagonist | HTT aggregate | KinaseGlo FLuc | Epigenetic derep | CBFb RUNX1 block
1) Cc1ccn2cc(-c3cccc(NC(=O)c4ccccc4)c3)nc2c1
→ u | 10% | 5% | 10% | -19% | 5.6% | 7%
2) O=C(NCCc1ccccc1)c1nc(-c2cccs2)no1
→ -12%[46 µM] | 6% | -8% | -6% | -1% | -0.1% | 9%
3) Cc1ccc2nc(-c3ccc(N4C(=O)CC(N5CCC(C(N)=O)CC5)C4=O)cc3)sc2c1 (stereo not drawn)
→ -8% | -13% | -14% | 9% | 1% | 1.0% | 2%
4) CCCCN1C(=O)/C(=C(/C#N)C(N)=O)c2ccccc21
→ -9% | -1% | 22% | 12% | 0% | 10% | 3%
5) CC(C)C(NS(=O)(=O)c1cccc2nsnc12)C(=O)N1CCc2ccccc2C1 (stereo not drawn)
→ 14% | 11%[38.3 µM] | -14%[46.1 µM] | 11% | -6% | 3.6% | 4%
6) O=C(NC1CC1)c1ccc2c3c(cccc13)CC2
→ 6% | 1% | 16% | -4% | 2% | -1.8% | -14%
7) Brc1ccc(-c2noc(C3CCCCC3)n2)cc1
→ x | -1% | -12% | -1% | 0% | -8.7% | 11%
8) Cc1cc(C)cc(OCC(=O)NN2Cc3ccccc3C2=N)c1
→ -3% | 30%[38.3 µM] | -8%[46.1 µM] | 0% | -6% | -1.8% | 2%
9) CSCCC(NC(=O)OC(C)(C)C)C(=O)NC(CC(C)C)C(N)=O (stereo not drawn)
→ -9% | 7% | 7%[46.1 µM] | 4% | 1% | -11% | 12%
10) CCOC(=O)c1cc(NC(=O)c2cccnc2)ccc1N1CCOCC1
→ 7%[46 µM] | 1% | 8% | x | -1% | 1.1% | 2%
11) COCCCN1C(=O)C(=O)/C(=C(/O)c2ccc(OC)cc2C)C1c1cccnc1 (stereo not drawn)
→ 7% | u | 12%[46.1 µM] | -5% | -2% | -1.1% | -1%
12) COCc1nnc(NS(=O)(=O)c2ccc(NC(C)=O)cc2)s1
→ -2% | -11%[38.3 µM] | -12%[46.1 µM] | 5%[9.22 µM] | 20% | 0.7% | 1%
13) c1ccc(CCn2nnnc2C(c2cccnc2)N2CCOCC2)cc1 (stereo not drawn)
→ -11%[46 µM] | 1% | 10% | 16% | -1% | -2.2% | 4%
14) CCc1ccc(NC(=O)C(=O)NCCN2CCN(S(C)(=O)=O)CC2)cc1
→ x | -6% | 8% | x | -1% | 3.3% | 5%
15) COc1ccc(C)cc1N(CC(=O)O)S(=O)(=O)c1ccc(C)cc1
→ -7% | 14%[38.3 µM] | -6%[46.1 µM] | 0% | 0% | -1.0% | 7%
16) O=[N+]([O-])c1cccc(N=NN(CCO)c2cccc([N+](=O)[O-])c2)c1
→ 9% | 25%[38.3 µM] | -27%[46.1 µM] | -18% | 1% | 0.0% | -14%
17) CCOC(=O)/C(C#N)=C/c1c(OCC)n(CC)c2ccccc12
→ u | 17% | -40% | -23% | -4% | 0.0% | 8%
18) CC(=O)Cc1nsc(Nc2ccccc2)n1
→ 3% | 15%[38.3 µM] | -4%[46.1 µM] | -3%[9.22 µM] | 2% | 8.0% | 11%
19) O=c1c(/C=N/Nc2ccccc2)c(Sc2nnnn2-c2ccccc2)nc2ccccn12
→ 3% | -3%[38.3 µM] | -5%[46.1 µM] | -4% | -7% | u | 4%
20) O=C(O)c1csc(-c2cccc(Cl)c2)n1
→ x | x | -2% | -8%[9.22 µM] | x | -1.7% | 4%
21) CCOC(=O)CCC(=O)Nc1ccc([N+](=O)[O-])cc1C
→ u | 1% | 8% | 9% | 1% | -1.6% | 6%
22) COc1ccc(CC(=O)Nc2cccc(-c3nnc(-c4ccco4)o3)c2)cc1
→ -8% | 10%[38.3 µM] | -27%[46.1 µM] | -16% | -5% | 0.2% | -4%
23) CC1=C(C)CC(C(=O)NNC(=O)c2ccccc2O)C(C(=O)O)C1 (stereo not drawn)
→ u | 26%[38.3 µM] | -10%[46.1 µM] | u | -5% | 1.0% | -1%
24) O=C(CN(C(=O)CSc1nnc(COc2ccccc2)o1)c1ccc(F)cc1)NC1CCCCC1
→ -13% | 33%[activator][38.3 µM] | -17%[46.1 µM] | -32% | 0% | 0.0% | 8%
25) COc1cc2cccc(OC)c(=O)c2c(OC)c1OC
→ 19%[9.22 µM] | -8% | -7% | 10% | 3% | -6.4% | -7%
26) Cc1c(C(=O)N(Cc2cccs2)C2CCS(=O)(=O)C2)oc2ccccc12 (stereo not drawn)
→ -1% | x | -13%[46.1 µM] | 2% | x | -3.7% | -3%
27) Cc1cccc2sc(NC(=O)C3c4ccccc4Oc4ccccc43)nc12
→ u | 26%[38.3 µM] | u | u | -2% | -2.1% | 4%
28) COCCSc1nc(N)c(NC(=O)c2ccc(OC)cc2)c(=O)[nH]1
→ -7%[46 µM] | -12% | 12% | -13% | 0% | 1.1% | 1%
29) COc1cc(-n2cnnn2)ccc1S(=O)(=O)N1CCOCC1
→ 2% | -3%[38.3 µM] | 7%[46.1 µM] | u | -4% | 1.0% | 0%
30) CCN(CC)S(=O)(=O)c1ccc(N/N=C/c2ccc(O)cc2O)nc1
→ u | 18% | -3% | 0% | 0% | -3.8% | 0%
31) COC(=O)CN1C(=O)N/C(=C/c2ccccc2OC)C1=O
→ x | -14% | -6% | -4% | -1% | -2.2% | -2%
32) CCOC(=O)c1cccc(NC(=O)C2CCCO2)c1 (stereo not drawn)
→ 2% | 23%[38.3 µM] | -12%[46.1 µM] | -13% | 1% | 0.0% | 4%
33) O=C(CN1CCN(c2ncccn2)CC1)NCc1ccccc1
→ 1% | 22%[38.3 µM] | 3%[46.1 µM] | 9% | 20% | 0.0% | 0%
34) Cc1ccc(-c2nnc(NCc3nc4ccccc4[nH]3)c3ccccc23)cc1S(=O)(=O)N(C)C
→ -12% | 22% | -19%[46.1 µM] | 23% | 0% | u | -9%
35) O=C1CC(=C(c2ccccc2)c2ccccc2)C(=O)N1CCCCN1CCN(c2ccccc2)CC1
→ u | 24%[38.3 µM] | -16%[46.1 µM] | u | 1% | 0.5% | -20%
36) COc1ccc(C(=O)COC(=O)c2cccnc2SC)cc1
→ x | -5% | -10% | u | -21% | -1.3% | -20%
37) C/C(=N\N)c1c(-c2ccccc2)c2cc(C)ccc2[nH]c1=O
→ x | x | 45% | 10%[9.22 µM] | x | -1.2% | 0%
38) O=C(COC(=O)C1CC2C=CC1C2)Nc1ccccc1 (stereo not drawn)
→ -20% | 3% | 13% | 24% | 2% | 0.0% | 22%
39) Cc1nc2sc(-c3ccccc3)cc2c(=O)n1-n1cccc1
→ u | x | -23%[46.1 µM] | 7% | x | 1.0% | 10%
40) Cc1ccc(C)c(NC(=O)CN(C)C(=O)Cc2ccccc2)c1
→ -1% | 3% | -3%[46.1 µM] | -11% | 3% | 0.0% | 7%
41) CCOC(=O)/C(C#N)=C/c1ccc(OCC(=O)Nc2ccc(C)c(C)c2)c(OC)c1
→ -14% | 4% | 1% | 9% | -2% | -0.9% | 2%
42) COc1ccccc1-c1nnc(Sc2nc([N+](=O)[O-])nn2C)o1
→ u | 33%[38.3 µM] | 4%[46.1 µM] | x | 16% | -0.1% | -7%
43) CC(N)(C(=O)O)c1cccc(CC(=O)O)c1 (stereo not drawn)
→ x | 2% | x | x | x | 0.0% | 28%
44) O=C(COC(=O)CNC(=O)c1ccco1)NCc1ccc(F)cc1
→ x | -9% | -4% | 14% | 2% | -1.4% | 9%
45) COC(=O)[C@@H](NC(=O)NC1CCCCC1C)C(C)C (stereo partly drawn)
→ x | x | -6% | 11%[9.22 µM] | x | 0.1% | -11%
46) COc1ccc(/C=C2\N=C(c3ccccc3)N(c3ccc(C(=O)O)cc3)C2=O)cc1OC
→ x | x | 13µM* | -7%[9.22 µM] | x | 0.8% | 11%
47) O=C(Nc1ccc(NC(=O)C2CC2)nc1)c1cccc(F)c1
→ 2% | x | -13%[46.1 µM] | 21% | x | -0.7% | -4%
48) O=C(O)C1CC=CCC1C(=O)NNc1c(Cl)cc(Cl)cc1Cl (stereo not drawn)
→ -12%[46 µM] | -10% | -4% | 2% | 2% | 0.0% | 7%
49) O=C(Nc1ccccc1)N1CCc2scc[n+]2-c2ccccc21
→ 6% | 11% | 4% | 23% | -2% | 1.3% | 1%
50) O=C(NC(NC(=S)Nc1cccc(C(=O)O)c1)C(Cl)(Cl)Cl)OCc1ccccc1 (stereo not drawn)
→ -6% | -9% | 6% | 8% | 0% | -1.5% | -1%
51) Cc1ccc(NC(=O)c2cn(-c3cccc(C)n3)cn2)cc1
→ -4% | 0%[38.3 µM] | -7%[46.1 µM] | 6% | -3% | -0.3% | 2%
52) COC(=O)CCC(=O)Oc1ccc(OC(=O)CCC(=O)OC)cc1
→ u | -9% | 16% | u | 1% | 3.0% | -2%
53) COC(=O)N/N=C\c1c(C)[nH]n(-c2ccccc2)c1=O
→ -6%[46 µM] | 12% | 49% | -2%[9.22 µM] | -4% | 1.5% | -11%
